Screens as filed in PubChem BioAssay.
ERG-DNA inh = inhibitors of human ERG Ets domain-DNA interaction; P11308; fluorescence polarization, His-ERG Ets domain / labelled DNA; Potency, µM (top dose mostly 76.9 µM), inactives show at the top dose FP activity, negative = inhibition, hits mostly inhibitors; 370,000 tested, 0.028% active; AID 624246; active = well fitted inhibition curve with a large enough effect in the polarisation, with a control signal flat; inconclusive = small, poorly fitted or top-dose-only effect, or effect the other way, or a change in a side signal; inactive = no such curve, though single readings can be large or run the other way; the % refers to the polarisation;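 also: polarization taken with two DNA probes labelled with fluorescein and Texas red; % of control where 0% means no effect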
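His-tagged ERG Ets domain (1 uM in the protein solution; 300mM KCl, 50mM Tris-HCl, 1mM EDTA, 1mM DTT, pH 7.5) received compound, then a probe mix of 5 nM fluorescein-DNA and 100nM Texas-615-DNA. Fluorescence polarization was read for both dyes.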
Tb PGK inh = blocks T. brucei phosphoglycerate kinase; PGK/GAPDH coupled, Kinase-Glo luminescence, 60 min; Potency, µM (highest dose often 57.5 µM), for the others: at the top dose activity change, negative = inhibition, usual class: inhibitors; 380,000 tested, 0.043% active; also: % is scaled to controls: 0 for no effect and ±100 for the full control effect; nearly all actives have a fitted effect of over 60% in size
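Recombinant glycosomal PGK reaction used 1,3-bisphosphoglycerate generated in-well by GAPDH (100nM final) in 100mM TEA pH 7.6, 5mM MgCl2, 0.01% Tween-20. After 60 minutes at room temperature, ATP was read by Kinase-Glo Plus luminescence end-point.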
GLS inhibitor = inhibitors of human glutaminase (GLS). O94925. GLS enzymatic activity, qHTS titration. Potency, µM (highest dose often 45.5 µM), inactives show at the highest dose activity change, negative = inhibition, actives largely listed as inhibitors. 410,000 tested, 0.21% active. AID 624170; also: % is scaled to controls: 0 for no effect and ±100 for the full control effect
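Two-point fluorescence kinetic (t0, 30 min RT) for hKGA; glutamate detected via glutamate oxidase–HRP–Amplex Red. Substrate: 1 mM L-glutamine solution; buffer 45 mM KH2PO4, pH 8.2.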
JMJD2A Tudor = inhibitors of human JMJD2A Tudor domain; O75164; AlphaScreen JMJD2A-Tudor / H3K4me3 peptide binding; Potency, µM (series often up to 114 µM), inactives show top-dose activity change, negative = inhibition, actives largely listed as inhibitors; 390,000 tested, 4.4% active; AID 504339; also: % is scaled to controls: 0 for no effect and ±100 for the full control effect; nearly all actives have a fitted effect of over 50% in size
Target sequence (O75164 whole entry, looked up, the tested form may be a part): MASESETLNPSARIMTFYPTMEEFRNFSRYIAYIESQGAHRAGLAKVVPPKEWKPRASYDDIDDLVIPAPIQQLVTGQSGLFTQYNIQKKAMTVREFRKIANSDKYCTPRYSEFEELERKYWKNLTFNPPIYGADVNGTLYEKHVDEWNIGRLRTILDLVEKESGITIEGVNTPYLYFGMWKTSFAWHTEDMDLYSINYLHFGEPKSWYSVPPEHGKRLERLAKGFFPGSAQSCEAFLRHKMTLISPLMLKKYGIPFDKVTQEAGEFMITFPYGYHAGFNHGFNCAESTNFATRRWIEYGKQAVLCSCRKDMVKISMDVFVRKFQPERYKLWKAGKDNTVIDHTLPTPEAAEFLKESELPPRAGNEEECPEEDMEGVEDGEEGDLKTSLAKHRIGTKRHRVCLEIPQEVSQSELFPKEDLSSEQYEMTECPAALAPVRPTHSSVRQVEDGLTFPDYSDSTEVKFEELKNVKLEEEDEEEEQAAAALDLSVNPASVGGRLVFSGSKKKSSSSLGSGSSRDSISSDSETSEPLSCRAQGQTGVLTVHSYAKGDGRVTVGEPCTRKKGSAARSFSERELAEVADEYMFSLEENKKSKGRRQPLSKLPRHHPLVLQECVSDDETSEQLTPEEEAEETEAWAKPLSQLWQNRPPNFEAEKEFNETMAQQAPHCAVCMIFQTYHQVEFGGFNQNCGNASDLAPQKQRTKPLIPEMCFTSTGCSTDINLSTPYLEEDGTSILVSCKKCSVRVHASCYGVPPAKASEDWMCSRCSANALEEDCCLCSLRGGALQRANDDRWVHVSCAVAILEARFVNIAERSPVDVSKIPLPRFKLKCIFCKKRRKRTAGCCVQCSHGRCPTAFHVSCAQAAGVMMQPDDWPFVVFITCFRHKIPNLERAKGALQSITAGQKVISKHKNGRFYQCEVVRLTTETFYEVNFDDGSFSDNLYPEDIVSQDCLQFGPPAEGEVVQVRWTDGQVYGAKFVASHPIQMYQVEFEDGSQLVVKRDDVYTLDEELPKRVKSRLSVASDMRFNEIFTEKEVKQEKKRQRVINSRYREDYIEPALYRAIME
HP1b chromo inh = HP1-beta chromodomain-methylated histone interaction inhibition; AlphaScreen HP1-beta / biotin-H3K9me3 peptide binding; Potency, µM (top dose mostly 114 µM), for the others: at the highest dose activity change, negative = inhibition, most hits filed as inhibitors; 390,000 tested, 0.56% active; AID 540317; also: nearly all actives have a fitted effect of over 70% in size; inactives centre near 23
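HP1-beta protein (50 nM final) preincubated 30 min at room temperature with biotinylated H3(1-18)K9me3 peptide (50 nM) in PBS pH 7.4, 0.01% Tween-20, then compound added for 30 min. AlphaScreen streptavidin donor/nickel chelate acceptor beads (10 ug/mL final), 30 min dark, luminescence read.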
rTrxR1 inhibitor = rat TrxR1 inhibition; O89049; recombinant rTrxR1, NADPH fluorescence consumption, selenite substrate; Potency, µM (top dose mostly 114 µM), inactives show top-dose activity change, negative = inhibition, most hits filed as inhibitors; 390,000 tested, 1% active; AID 588453; also: % is scaled to controls: 0 for no effect and ±100 for the full control effect; nearly all actives have a fitted effect of over 65% in size
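Rat TrxR1 (90 nM in the dispensed reagent) was pre-reduced with 400 uM NADPH for 5 min at room temperature, then incubated with compound for 15 min. After 400 uM selenite was added, NADPH fluorescence (Ex 340/Em 450 nm) was followed for 8 min.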
Pin1 inhibitor = inhibitors of human Pin1. Potency, µM (titrated, usually from 115 µM), inactives show at the highest dose activity, negative = inhibition, most hits filed as inhibitors. Q13526. 390,000 tested, 0.009% active. Pin1 FP peptide displacement, HiFluor488, 10 min; active = well fitted inhibition curve with a large enough effect in the polarisation, with a control signal flat, not every such curve was filed as active; inconclusive = small, poorly fitted or top-dose-only effect, or effect the other way, or a change in a side signal; inactive = no such curve, though single readings can be large or run the other way; the % refers to the polarisation; also: % is scaled to controls: 0 for no effect and ±100 for the full control effect
RGS4 inh = blocks human RGS4-accelerated GTP hydrolysis. Transcreener GDP fluorescence polarization, RGS4-accelerated GTP hydrolysis. Potency, µM (doses to about 114 µM), inactives show at the highest dose activity change, negative = inhibition, actives largely listed as inhibitors. 390,000 tested, 0.039% active. AID 504845; also: % is scaled to controls: 0 for no effect and ±100 for the full control effect; nearly all actives have a fitted effect of over 75% in size; some results filed as inactive show a strong effect at the top dose
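MLSMR compounds (23 nl, pin-transferred) preincubated 10 min at room temperature with a 500nM (2x) first reagent, then RGS4 at 900nM (2x) plus Transcreener GDP mix added; fluorescence polarization (620/688 nm) read before and after 90 min at 30 °C.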
ALOX12 inh = ALOX12 (human) lipoxygenase inhibition; Potency, µM (titrated, usually from 108 µM), for inactives: top-dose activity change, negative = inhibition, actives largely listed as inhibitors; 580,000 tested, 1.1% active; purified 12hLO, xylenol orange hydroperoxide absorbance; also: % is scaled to controls: 0 for no effect and ±100 for the full control effect
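Purified human 12hLO at 150 nM in 25 mM Hepes, 0.01% Triton X-100, pH 7.0, preincubated 15 min at room temperature with compound. Reaction started with 40 uM arachidonic acid, 30 min at room temperature. Hydroperoxide measured by Fe-xylenol orange, 573/405 nm absorbance ratio.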
An asterisk follows results filed as active; i = inactive; ? = inconclusive; · = no result given; & = joins results of further samples; [ ] = another dose, or the depositor's remark. Unless noted, calls follow the shape of the dose curve; as a rule, active = well fitted curve in the direction sought with a large enough effect; inconclusive = small, poorly fitted or top-dose-only effect, or another doubt; inactive = no such curve, though single readings can be large; an effect the other way counts as inactive or inconclusive. Potency is read from the fitted curve at half-maximal effect.

SMILES	ERG-DNA inh	Tb PGK inh	GLS inhibitor	JMJD2A Tudor	HP1b chromo inh	rTrxR1 inhibitor	Pin1 inhibitor	RGS4 inh	ALOX12 inh
COc1cccc(CN2CC(C(=O)N3CCCO3)CCC2=O)c1 (stereo unspecified)	-5.1%	-1.6%	7.6%	0.0%	29.0%	1.9%	-11.8%	9.1%	1.2%
Cc1sc(NCc2ccccc2)nc1-c1ccccc1	·	·	·	?	4.6%	-1.7%	-4.9%	-28.4%	·
C[C@@]12CC(=O)NC1N(C(=O)c1ccccc1)C(c1ccccc1OC(=O)c1ccccc1)C2 (stereo partly specified)	-0.5%	-2.1%	-1.3%	-2.6%	23.9%	13.8%	7.4%	36.3%	-22.7%
CCN(CC)c1ccc(NC(=O)c2cc(Cl)ccc2OC)cc1	-11.1%	-2.8%	12.2%	44.7µM*	35.5µM*	30.8%[57.1 µM]	10.3%	-18.0%	?
CC1C(=O)C(C)(C)C(=O)OC1c1ccccc1 (stereo unspecified)	3.4%	-0.1%	1.0%	-10.7%	37.8%	21.8%	5.0%	1.4%	?
CCOC(=O)C1=C(CS(=O)(=O)c2ccccc2)NC(=O)NC1c1cccc(OC)c1 (stereo unspecified)	6.3%	-5.1%	-0.7%	1.4%	24.7%	39.0%	0.5%	-10.2%	2.0%
OCCn1c(SC2CCCCC2)nc2ccccc21	7.3%	-3.1%	12.9%	-10.4%	42.2%[activator]	12.5%	-1.7%	-10.4%	4.8%
Cc1ccc(NC(=O)C2CCC(CNS(=O)(=O)c3cccs3)CC2)cc1C (stereo unspecified)	2.1%	-1.3%	-9.2%	-3.8%	-5.6%	24.5%[57.1 µM]	8.5%	5.9%	-20.2%
CN(C)Cc1c(O)ccc2[nH]cnc12	8.0%	-10.0%	12.9%	-15.8%	39.9%[activator]	7.8%[57.1 µM]	-4.2%	-31.9%	11.9%
CCOc1ccc(-n2c(=O)c3c4c(sc3n(CC(=O)NCC3CCCO3)c2=O)CCC4)cc1 (stereo unspecified)	5.4%	-1.8%	-4.4%	-27.5%	33.7%	9.9%	17.1%	0.3%	-18.1%
CC1CCCCN1S(=O)(=O)c1cccc2cccnc12 (stereo unspecified)	-10.3%	-3.4%	8.0%	-15.2%	20.8%	-2.0%	-5.1%	-24.2%	-1.5%
COc1cccc(Cc2nc3ccccc3nc2SCC(=O)N2CCc3ccccc32)c1	-1.7%	i	-6.2%	-12.7%	18.5%[57 µM]	13.7%[57.1 µM]	-0.4%	26.6%	-3.7%
CCNC(=O)C(Sc1ccccc1)c1ccccc1 (stereo unspecified)	6.5%	-2.8%	?	-10.6%	22.9%	12.9%	-2.8%	-6.5%	2.0%
Cc1cccc(NC(=O)CSc2nc(-c3ccccc3)c(C#N)c(=O)[nH]2)c1C	4.5%	-3.3%	42.8%[activator]	-4.8%	19.9%	-3.9%	0.1%	27.3%	-18.5%
Cc1cc(C)c2c(n1)SCC(=O)N2CC(=O)Nc1c(C)cccc1C	-2.7%&2.8%	i	0.4%&0.6%	-6.3%&-2.7%	43.0%&33.8%[activator]	17.0%[57.1 µM]	4.2%&-2.0%	-14.7%&-17.8%	90.4%&-19.2%
CN(C)c1cccc(/C=C(\C#N)c2ccccc2)c1	-9.1%	i	15.1%	-12.7%	20.7%	-0.5%[57.1 µM]	4.3%	7.2%	-12.2%
COc1ccc(S(=O)(=O)NCC(c2ccco2)N2CCN(c3ccc(F)cc3)CC2)cc1C (stereo unspecified)	3.6%	i	4.1%	?	15.2%	3.2%[57.1 µM]	8.7%	-11.9%	-2.7%
Cn1c(CCNC(=O)c2cccs2)nnc1SCC(=O)Nc1nc(-c2ccccc2)cs1	4.3%	0.4%	16.2%	-7.6%	13.3%	-8.3%	4.2%	-15.6%	0.8%
CCOC(=O)N1CCN(C(=S)NC2CCCC2)CC1	9.7%	i	-1.7%	-11.7%	25.2%	16.0%	-1.2%	2.2%	-2.1%
Cc1ccc(O)c(N=CC2=C(O)c3ccccc3C2=O)c1	-2.0%	-10.4%	-1.9%	?	-32.9%	-29.1%	1.5%	?	156.4%[activator][57.4 µM]

Taken from above:
CCOC(=O)C1=C(CS(=O)(=O)c2ccccc2)NC(=O)NC1c1cccc(OC)c1 (stereo unspecified) in JMJD2A Tudor → 1.4%
CCN(CC)c1ccc(NC(=O)c2cc(Cl)ccc2OC)cc1 in ERG-DNA inh → -11.1%

(cont.)
SMILES	ERG-DNA inh	Tb PGK inh	GLS inhibitor	JMJD2A Tudor	HP1b chromo inh	rTrxR1 inhibitor	Pin1 inhibitor	RGS4 inh	ALOX12 inh
CCc1ccc(OCc2cc(=O)n3c4c(sc3n2)CCCC4)cc1	-0.5%	1.1%	0.6%	-2.0%	39.2%[activator]	7.2%	3.5%	18.9%	-7.4%
CC(C)(C)c1cccc(Oc2nn[nH]n2)c1	0.7%	-4.2%	3.7%	-16.0%	30.7%	1.4%	4.0%	9.5%	-13.5%
O=C(NC12CC3CC(CC(C3)C1)C2)N1CCN(c2ccccn2)CC1	·	·	7.5%	-7.0%	2.3%	26.4%	-3.8%	27.3%	6.5%
COC(=O)C1CC(Cl)CN1c1ncc(C(F)(F)F)cc1Cl (stereo unspecified)	2.8%	-7.5%	0.8%	25.2%	89.7%[activator]	-3.7%[57.1 µM]	-9.4%	-6.2%	-1.6%
CCN(C(=O)CSc1ncccn1)c1c(N)n(Cc2ccccc2)c(=O)[nH]c1=O	·	5.7%	4.4%	-17.1%	21.2%	-8.1%	1.1%	-5.9%	0.4%
COCCCNC(=O)C1CC(=O)N(CCc2ccccc2)C1 (stereo unspecified)	-9.8%	0.5%	-1.8%	-5.8%	10.0%	25.5%[57.1 µM]	2.0%	17.6%	-11.5%
Cc1cccc(Nc2c([N+](=O)[O-])c(=O)oc3ccccc23)c1	7.8%	-8.1%	1.6%	-12.0%	24.9%	7.0%	5.0%	-35.7%	?
CCCCC(=O)NC(Nc1nc(C2CC2)cs1)(C(=O)OCC)C(F)(F)F (stereo unspecified)	1.6%	-2.0%	13.3%	-11.1%	24.6%	3.3%	8.9%	3.2%	0.0%
CCC(CC)C(=O)Nc1cccc(C(=O)c2ccccc2)c1	-7.6%	-8.8%	8.0%	-22.4%	-1.5%	6.3%	-4.2%	20.3%	-3.0%
COCCCN1C(=O)c2[nH]nc(-c3ccccc3O)c2C1c1ccc(Cl)cc1 (stereo unspecified)	-0.8%	-0.7%	5.9%	4.8%	17.0%	7.4%	0.0%	-12.1%	-39.1%
COC(=O)c1ccc(N(C(=O)CNC(=O)c2ccco2)C(C(=O)NCC2CCCO2)c2ccc(OC)c(OC)c2)cc1 (stereo unspecified)	2.2%	-6.4%	3.9%	-7.6%	3.1%	15.1%[57.1 µM]	1.5%	16.7%	-6.5%
CCOCCCNC(=O)C1CCCN(S(=O)(=O)CC)C1 (stereo unspecified)	4.1%	2.4%	-10.1%	-14.0%	10.3%	7.8%	-6.6%	-9.8%	-9.7%
CCC(=O)NC(Nc1sc2c(c1C(=O)OC)CCN(C)C2)(C(F)(F)F)C(F)(F)F	-1.0%	-7.0%	-1.1%	2.8%	42.3%[activator]	6.7%	-1.5%	-6.2%	0.0%
COC(=O)Cc1cc(=O)oc2cc(OC)ccc12	-1.5%	6.1%	7.1%	-10.6%	12.3%	4.4%	1.0%	19.4%	-2.1%
O=C(Nc1cc(S(=O)(=O)N2CCCCC2)ccc1N1CCCCC1)C1CC1	-2.8%	-7.4%	1.9%	-21.8%	12.1%	22.6%	2.4%	19.2%	-11.6%
COc1ccc(C)cc1NC(=O)CN1c2ccccc2S(=O)(=O)c2ccccc21	7.9%	-6.9%	1.9%	-15.0%	-5.3%	23.8%[57.1 µM]	12.8%	4.5%	-5.5%
Cc1ccc(OCC(=O)N(C)CC(=O)N(CC(C)C)c2c(N)n(CC(C)C)c(=O)[nH]c2=O)c(C)c1	5.3%	6.9%	5.6%	-4.7%	16.6%	10.8%	1.1%	1.9%	-22.9%
Cc1ccc(S(=O)(=O)c2cccc(S(=O)(=O)N3CCOCC3)c2)cc1S(=O)(=O)N1CCOCC1	-9.6%	-9.4%	-29.6%	-16.4%	37.2%	9.4%[57.1 µM]	8.2%	8.4%	-10.0%
COCCC(=O)NC12CC3CC(CC(C3)C1)C2	3.4%	-1.1%	-0.3%	-13.9%	5.0%	13.4%	-3.1%	7.8%	0.0%
COC(=O)Nc1[nH]ncc1[N+](=O)[O-]	-1.7%	i	-14.7%	1.4%	21.1%	20.0%[57.1 µM]	0.4%	9.2%	35.5µM*
COc1ccc(C(=O)C2CCCN(C(=O)c3ccnn3C)C2)c(C)c1 (stereo unspecified)	4.9%	2.1%	5.0%	-12.5%	10.5%	4.9%	-2.8%	8.8%	8.6%
CC(C)Oc1ccccc1NC(=O)CSc1nc2ccccc2c(=O)n1C	18.4%	-9.5%	-4.5%	0.3%	85.4%[activator]	13.5%	1.0%	-23.8%	417.4%[activator]
CCC(C)N(C(=O)COc1ccc(-c2nnco2)cc1)C1CCS(=O)(=O)C1 (stereo unspecified)	5.7%	0.2%	-0.2%	-3.4%	54.6%[activator]	-11.1%	-0.6%	-44.9%	?
C=CCNC(=O)CNS(=O)(=O)c1ccc(F)cc1	·	·	1.7%	-7.4%	17.1%	12.3%	-0.9%	-6.8%	-21.1%

A portion of the library; the hit share may differ from the screen's.
